# Screening results: PubChem, Sanford-Burnham Center for Chemical Genomics
# ATG4B inhibitor = ATG4B protease inhibitors, primary screen, biochemical, fluorescence, uHTS. Cysteine protease ATG4B (Homo sapiens), Q9Y4P1. ATG4B cleavage of LC3-PLA2, NBD-HPC fluorescence, 1 h. inhibition, % at 8.33 µM. actives 0.51% (n = 340,000); in the data active means inhibition above about 40%
# hIAP block = human IAP inhibitors, primary screen, biochemical, luminescence, uHTS; Intestinal-type alkaline phosphatase (Homo sapiens), P09923; purified IAP, CDP-Star luminescence, 30 min; inhibition, % at 10 µM; actives 0.12% (n = 330,000); AID 2544, 2010;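 active means inhibition reaching a set limit with compound at 10 µM in the primary screen, cut at about 35% in these data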;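 further: plate controls were DMSO wells with enzyme for no effect and no-enzyme buffer wells for full effect; values of inactives mirror those of a sister screen read the other way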
# Target sequence (P09923 whole entry, looked up): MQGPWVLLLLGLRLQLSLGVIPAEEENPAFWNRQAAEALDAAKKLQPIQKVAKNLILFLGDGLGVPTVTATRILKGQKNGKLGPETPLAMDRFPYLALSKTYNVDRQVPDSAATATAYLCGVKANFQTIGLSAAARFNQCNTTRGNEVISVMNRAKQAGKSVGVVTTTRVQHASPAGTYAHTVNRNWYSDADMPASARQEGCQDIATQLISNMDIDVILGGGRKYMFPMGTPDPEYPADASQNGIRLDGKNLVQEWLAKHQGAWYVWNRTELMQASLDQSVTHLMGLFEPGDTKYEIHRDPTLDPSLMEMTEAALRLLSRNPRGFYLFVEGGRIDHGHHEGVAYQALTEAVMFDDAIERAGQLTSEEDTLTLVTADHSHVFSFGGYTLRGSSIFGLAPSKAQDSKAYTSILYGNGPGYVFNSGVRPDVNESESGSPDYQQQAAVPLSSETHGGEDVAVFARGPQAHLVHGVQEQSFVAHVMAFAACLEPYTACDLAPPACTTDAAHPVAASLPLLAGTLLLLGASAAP
# mIAP activ = activators of mouse IAP, primary screen, biochemical, luminescence, uHTS; intestinal alkaline phosphatase [Mus musculus]; muIAP, CDP-Star luminescence, 30 min; hits give high values; 1 = vehicle-only enzyme signal, 0 = enzyme-free wells; activation factor at 10 µM; actives 0.24% (n = 330,000);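 active means activation factor of at least 2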; further: the source names both 10 and 20 µM as test concentration; values of inactives mirror those of a sister screen read the other way
#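 System: Mouse IAP enzyme | Also added: CDP-Star substrate | Dosing: Compounds dispensed in DMSO | Schedule: 30 min enzyme-substrate-compound incubation at room temperature | Technique: Chemiluminescence readout | Control set: DMSO-only wells and no-enzyme negative control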
# MPTP block = mitochondrial permeability transition pore inhibitors, primary screen, biochemical, isolated mouse mitochondria, absorbance; Ca2+ swelling absorbance, 30 min; inhibition, % at 10 µM; actives 1.4% (n = 360,000);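 active means inhibition of 50% or more, scaled per plate between neutral and stimulator controls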;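 further: 0% = DMSO wells given calcium and 100% = 1 mM EGTA wells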
# mIAP inh = inhibitors of mouse IAP, primary screen, biochemical, luminescence, uHTS. actives 0.2% (n = 330,000). intestinal alkaline phosphatase [Mus musculus]. AID 2806, 2010. purified mouse IAP, CDP-Star luminescence, 30 min. inhibition, % at 10 µM;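 active means inhibition of at least 40% at 10 µM in the primary screen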;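 further: plate controls were DMSO with enzyme for no effect and no enzyme wells for full effect; values of inactives mirror those of a sister screen read the other way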
# APOBEC3A inh = APOBEC3A ssDNA deaminase inhibitors, primary screen, selectivity assay for APOBEC3G inhibitor project, biochemical, FAM/TAMRA oligo cleavage fluorescence; actives 0.41% (n = 330,000); inhibition, % at 20 µM; recombinant A3A, FAM/TAMRA ssDNA deamination fluorescence;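 active means at least 40% inhibition at 20 µM here, with at most 30% in a related deaminase screen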;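 further: plate controls were A3A with DMSO for no effect and wells lacking A3A enzyme for full effect; some results filed as inactive read as strong as hits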
# A3G deaminase = APOBEC3G DNA deaminase inhibitors, primary screen, biochemical, fluorescence, single-stranded DNA substrate, uHTS. DNA dC->dU-editing enzyme APOBEC-3G (Homo sapiens), Q9HC16. recombinant A3G, ssDNA deamination FAM/TAMRA fluorescence. inhibition, % at 20 µM. actives 0.28% (n = 330,000). AID 493012, 2011;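 active means inhibition of at least 40% at 20 µM, with no more than 30% in the related APOBEC3A deaminase screen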;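 further: plate controls were DMSO wells with A3G for no effect and wells lacking A3G enzyme for full effect; some compounds called inactive have numbers as strong as hits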
# Target sequence (Q9HC16 whole entry, looked up): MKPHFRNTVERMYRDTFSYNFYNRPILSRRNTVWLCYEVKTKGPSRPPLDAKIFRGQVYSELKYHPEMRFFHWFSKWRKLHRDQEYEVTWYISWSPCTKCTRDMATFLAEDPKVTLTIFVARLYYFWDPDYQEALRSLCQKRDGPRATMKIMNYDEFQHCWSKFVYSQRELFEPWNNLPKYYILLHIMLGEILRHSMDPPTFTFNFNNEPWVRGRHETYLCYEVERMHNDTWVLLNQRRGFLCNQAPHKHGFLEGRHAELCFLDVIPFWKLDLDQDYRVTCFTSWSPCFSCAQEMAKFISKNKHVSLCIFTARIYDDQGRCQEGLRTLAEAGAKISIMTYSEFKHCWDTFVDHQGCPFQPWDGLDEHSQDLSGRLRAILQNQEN
# hIAP act = human IAP activators, primary screen, biochemical, luminescence, uHTS; Intestinal-type alkaline phosphatase (Homo sapiens), P09923; purified human IAP, CDP-Star luminescence, 30 min; hits give high values; 1 = vehicle-only enzyme, 0 = enzyme-free background; activation factor at 10 µM; actives 0.16% (n = 330,000);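 active means activation factor of the enzyme at least 2-fold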; further: the source names both 10 and 20 µM as test concentration; values of inactives mirror those of a sister screen read the other way
# beta cell repl = inducers of MIN6 beta-cell proliferation, primary screen, ATP luminescence, uHTS; actives 0.29% (n = 330,000); MIN6 cells proliferation, ATPlite luminescence, 48 h; cells starved in 0.2% serum; 100% = growth in 10% serum; AID 2380, 2010; proliferation, % at 10 µM;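 active means compounds whose signal lies at least 3.5 SD above the mean of all wells on their plate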;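 further: 0% = DMSO-treated cells in low-serum medium and 100% = 10% serum control; some compounds called inactive have numbers as strong as hits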
# * marks the source's active call; other numbers are inactive results; nt = not tested or not shown.
SMILES,ATG4B inhibitor,hIAP block,mIAP activ,MPTP block,mIAP inh,APOBEC3A inh,A3G deaminase,hIAP act,beta cell repl
NC(=O)c1ccccc1NC(=O)COc1ccc2c(c1)OCO2,10.9,12.8,0.929,1.8,7.1,-4.0,-10.6,0.872,-3.9
O=C(COC(=O)c1ccc(O)cc1O)Nc1cc(-c2ccccc2)nn1-c1ccccc1,-9.8,-24.2,1.05,1.0,-5.0,-1.5,-7.6,1.24,-4.4
CCOc1cc2[nH]c(=S)n(CCC(=O)NCc3ccco3)c(=O)c2cc1OCC,3.5,-3.2,0.877,0.8,12.3,-3.4,-4.7,1.03,2.3
CCc1nnc(NC(=O)c2ccc(Cl)nc2)s1,-10.0,-0.2,0.939,-1.8,6.1,11.9,9.6,1,-3.0
O=C1CC(=O)CC(c2ccccc2)C1,-0.8,5.2,0.938,2.4,6.2,-2.2,-8.7,0.948,4.5
COc1ccc(NC2CCN(C3CC(=O)N(c4ccc(F)c(Cl)c4)C3=O)CC2)cc1 (stereo not drawn),-21.0,-9.6,0.974,0.4,2.6,-2.5,9.9,1.1,-1.9
COc1cc(C2C(=O)N(C3CCCC3)CC(=O)N2Cc2ccco2)ccc1OC(C)C (stereo not drawn),-0.9,14.3,1.02,-0.9,-1.9,1.5,-1.1,0.857,-2.4
Cn1c(=O)n(C)c2cc(NS(=O)(=O)c3ccc(C(C)(C)C)cc3)ccc21,-16.5,-2.0,0.954,29.8,4.6,-0.6,-6.0,1.02,-4.3
CCC1(c2ccccc2)NC(=O)N(CC(=O)N(C)Cc2ccccc2)C1=O (stereo not drawn),0.0,0.7,1.09,0.5,-9.2,-4.3,-1.3,0.993,3.1
Cc1ccc(-n2cc(CN3CCC(CO)(Cc4ccccc4)CC3)cn2)cc1,nt,3.3,1.08,nt,-7.7,1.7,1.5,0.967,-4.9
Cc1ccc2c(c1)C1C3CCC(C3)C1S(=O)N2 (stereo not drawn),-14.8,-1.2,1.12,-2.2,-12.0,10.8,-8.6,1.01,1.6
N#Cc1c(-c2ccccc2)cc(-c2ccc3c(c2)OCO3)[nH]c1=O,-10.7,7.4,1.09,-2.0,-8.7,-2.8,-5.9,0.925,3.1
COC(=O)c1ccc(CNC(=O)c2ccc(OCC(=O)N3CCOCC3)c(OC)c2)cc1,-2.6,-20.3,1.04,-1.4,-3.9,-0.4,-1.2,1.2,-1.0
CCC1(CC)C(=O)C2=C3C1[C@H](C(=O)OC)C=C(C(=O)OC)C[C@H]3n1c(=O)n(C)c(=O)n1[C@H]2C (stereo partly drawn),4.0,9.4,1.07,-0.3,-7.4,-3.1,-9.8,0.906,-4.7
O=C(CSc1nc(C2CCCCC2)nc2ccccc12)NCc1ccco1,4.1,-7.1,0.99,-0.5,1.0,7.2,-2.7,1.07,0.1
CCCCOc1ccc(N2C(=O)CC(NCc3ccncc3)C2=O)cc1 (stereo not drawn),-1.5,15.4,1,0.1,-0.4,-2.3,-2.8,0.846,-2.6
COCC(C)NC(=O)c1cc(-c2cccc(OC)c2)on1 (stereo not drawn),-0.7,-0.2,0.887,1.7,11.3,-1.8,-1.9,1,-3.6
CCOC(=O)C1Oc2ccccc2C(c2ccc(C)cc2)=C1C(=O)OC (stereo not drawn),11.8,nt,0.968,2.0,3.2,1.9,2.4,nt,nt
O=C(CCCc1nc2ccccc2s1)N1CCN(S(=O)(=O)c2cccs2)CC1,-10.9,7.5,1.1,2.1,-10.0,0.0,-1.3,0.925,2.7
Nc1ccc(C(=O)N/N=C/c2c[nH]c3ccccc23)cc1,-3.1,12.0,1.04,-0.6,-4.3,-2.1,-3.0,0.88,2.3
Cc1ccc(CSCCNC(=O)CN(c2ccccc2)S(C)(=O)=O)cc1,-9.7,1.5,1.08,-0.1,-7.6,-4.5,-7.4,0.985,-2.5
Cc1ccc(NC(=O)Cn2cc(S(=O)(=O)c3ccc(C)cc3)c(=O)c3cc(F)ccc32)cc1,-0.7,16.7,0.979,1.3,2.2,2.7,-7.9,0.832,-6.1
NC(=O)C1CCCN(C(=O)c2ccc(-c3cccc(Cl)c3Cl)o2)C1 (stereo not drawn),-6.2,6.4,0.924,1.2,7.6,-1.0,-4.9,0.936,-1.4
CCC(=O)N1N=C(c2ccc(NS(C)(=O)=O)cc2)CC1c1ccc(C)cc1 (stereo not drawn),-9.9,19.3,0.989,-1.2,1.1,-1.3,-5.8,0.807,2.2
COc1nc2ccccc2nc1N1CCN(Cc2ccc3c(c2)OCO3)CC1,25.2,13.3,0.975,0.8,2.5,-0.7,-9.3,0.867,0.1

# Filtered by structure, the entries above with an NH in an aromatic ring (3)
SMILES,ATG4B inhibitor,hIAP block,mIAP activ,MPTP block,mIAP inh,APOBEC3A inh,A3G deaminase,hIAP act,beta cell repl
CCOc1cc2[nH]c(=S)n(CCC(=O)NCc3ccco3)c(=O)c2cc1OCC,3.5,-3.2,0.877,0.8,12.3,-3.4,-4.7,1.03,2.3
N#Cc1c(-c2ccccc2)cc(-c2ccc3c(c2)OCO3)[nH]c1=O,-10.7,7.4,1.09,-2.0,-8.7,-2.8,-5.9,0.925,3.1
Nc1ccc(C(=O)N/N=C/c2c[nH]c3ccccc23)cc1,-3.1,12.0,1.04,-0.6,-4.3,-2.1,-3.0,0.88,2.3

# The results go on.
SMILES,ATG4B inhibitor,hIAP block,mIAP activ,MPTP block,mIAP inh,APOBEC3A inh,A3G deaminase,hIAP act,beta cell repl
CCOc1cc(S(=O)(=O)N2CCC(c3nc4ccccc4s3)CC2)c(OCC)cc1S(=O)(=O)N1CCCCC1,-3.8,-8.6,0.953,0.9,4.7,0.0,-3.8,1.09,-2.4
Cc1ccccc1/C=N/NC(=O)Cc1ccc(Cl)cc1,1.6,-7.0,0.967,-0.2,3.3,4.1,-0.9,1.07,-2.5
CCS(=O)(=O)N1CCC(C(=O)NCCc2ccccc2)CC1,-0.8,-5.0,1.01,-0.4,-1.0,-0.5,-4.5,1.05,-3.4
CCC12CN3CCN(CC(C3)/C1=N\NC(=O)c1ccc(C(C)(C)C)cc1)C2,-5.6,0.7,1.02,0.5,-2.4,-2.1,-9.8,0.993,0.0
CC(=O)CCCC(NS(=O)(=O)CCC(Cl)(Cl)Cl)c1ccccc1 (stereo not drawn),-5.3,-17.8,1.07,0.2,-7.2,3.7,-11.6,1.18,-3.3
Cc1nn(-c2ccc(Cl)c(Cl)c2Cl)c(=O)c2ccccc12,36.3,-8.6,0.912,-2.2,8.8,-5.7,-7.8,1.09,-2.4
CC(=O)N1N=C2c3ccccc3CCC2C1c1ccc(F)cc1 (stereo not drawn),-11.0,-7.4,1.07,1.5,-6.7,-7.0,2.5,1.07,-2.0
COc1ccc(CC(=O)Nc2cc(C)ccn2)cc1,10.7,11.0,0.959,-2.4,4.1,1.2,-8.7,0.89,-1.2
CC(C)Cn1c2c(c(=O)[nH]c1=O)C(C(F)(F)F)(C(F)(F)F)N=C(CCC1CCCCC1)N2,2.1,-17.1,1.07,27.0,-7.3,-5.0,-5.5,1.17,-5.4
Cc1sc2nc(CN(C(=O)NC3CCCCC3)C3CCCC3)[nH]c(=O)c2c1C,-1.6,4.4,1.02,0.7,-1.7,-3.2,-1.1,0.956,-2.2
O=C(Nc1ccc2c(c1)OCCO2)C1CCCN1C(=O)Nc1ccccc1 (stereo not drawn),-3.9,11.0,0.98,-1.3,2.0,-0.2,-4.4,0.89,-0.7
CC(C)N(Cc1cc2ccccc2[nH]c1=O)C(=O)c1cccc([N+](=O)[O-])c1,-5.8,11.5,1.05,0.5,-5.0,-0.6,-7.0,0.885,2.2
O=C(c1ccc(-n2cncn2)c([N+](=O)[O-])c1)N1CCN(S(=O)(=O)c2c(F)cccc2F)CC1,6.6,-4.7,0.99,0.5,1.0,-1.1,-8.5,1.05,-1.9
CCCc1nnc(SCC(=O)N2CCCC(C)C2)n1CCCOC (stereo not drawn),-8.6,-9.4,1.11,-2.0,-10.8,-4.3,-2.1,1.09,3.1
O=C(N/N=C/C(Cl)=C/c1ccccc1)c1ccc2c(c1)OCO2,5.2,4.7,0.931,0.3,6.9,-3.6,-9.8,0.953,-1.9
CCOC(=O)N1CCN(C(=O)c2ccc(Cl)c(S(=O)(=O)Nc3ccccc3)c2)CC1,-3.5,-6.7,0.922,-1.2,7.8,-4.4,-9.4,1.07,0.0
COc1cc2c(cc1NC(=O)C(C)Sc1cccc[n+]1[O-])oc1ccccc12 (stereo not drawn),-4.7,11.7,0.926,2.1,7.4,-5.2,-9.1,0.883,-1.0
C=C1c2ccccc2S(=O)(=O)N(Cc2ccccc2)C1COCc1ccccc1 (stereo not drawn),-12.6,-4.3,0.974,0.0,2.6,3.4,6.1,1.04,-4.6
COc1nn(CC(=O)N2N=C(C)CC2(O)C(F)(F)F)cc1[N+](=O)[O-] (stereo not drawn),-15.6,12.5,0.857,-0.8,14.3,-3.1,-6.9,0.875,0.1
O=C(NCCN1CCCC1)C1CC(=O)N(C2CCCCC2)C1 (stereo not drawn),-1.9,2.1,1.05,-1.9,-4.9,3.4,-1.7,0.979,0.2
CCOC(=O)Cn1c(=O)oc2cc(S(=O)(=O)NCCC(C)C)ccc21,-6.8,19.9,0.978,-0.6,2.2,-2.7,-5.8,0.801,-0.5
CCOC(=O)C1CCN(C(=O)c2cc3cc4cc(OC)ccc4nc3o2)CC1,-12.2,2.5,0.937,-1.7,6.3,1.3,2.7,0.975,2.1
CCc1cc2c(-c3ccccc3)cc(=O)oc2cc1OC(C)C(C)=O (stereo not drawn),-0.6,30.1,0.868,2.3,13.2,-1.8,-4.8,0.699,-2.3
COc1ccc(-c2cc3ccc(OCc4nn[nH]n4)cc3oc2=O)cc1,-6.7,-9.3,0.921,2.1,7.9,3.7,-2.4,1.09,-5.0
O=C(c1ccccc1F)N1CCN(c2ccc([N+](=O)[O-])c(NCc3cccnc3)c2)CC1,-7.9,10.4,0.903,4.2,9.7,4.9,6.5,0.896,-2.1
O=C(Oc1ccc(C(=S)N2CCCCC2)cc1)c1ccccc1,21.3,7.1,1.07,-0.4,-6.7,0.6,8.0,0.929,-5.6
O=[N+]([O-])c1ccc(Sc2n[nH]c(-c3ccccc3)n2)nc1,-10.6,20.5,0.93,-0.1,7.0,-1.3,-2.9,0.795,-2.2
OCC1(CCOc2ccccc2)CCN(Cc2ccccc2OC(F)F)CC1,18.7,22.8,0.971,4.3,2.9,-4.8,-8.3,0.771,-0.5
COc1cccc(CNC(=O)CCS(=O)(=O)c2cccc3nsnc23)c1,-7.2,-0.8,1.05,0.5,-5.2,-2.1,-2.6,1.01,4.7
CCOC(=O)C(=Cc1ccc(OCc2ccc([N+](=O)[O-])cc2)c(OC)c1)C(=O)OCC,-3.3,7.2,0.832,-2.5,16.8,-4.2,-4.4,0.928,-6.2
